# Source: PubChem BioAssay (The Scripps Research Institute Molecular Screening Center)
# GPR151 ag: activators of human GPR151. 1% of 650,000 active. Q8TDV0. activation, % at 11.2 µM. PathHunter beta-arrestin GPR151 cells, luminescence; in the data active = activation above about 4.9%;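 also: 0% = median of compound wells and 100% = cells with positive control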
# Target sequence (Q8TDV0 whole entry, looked up): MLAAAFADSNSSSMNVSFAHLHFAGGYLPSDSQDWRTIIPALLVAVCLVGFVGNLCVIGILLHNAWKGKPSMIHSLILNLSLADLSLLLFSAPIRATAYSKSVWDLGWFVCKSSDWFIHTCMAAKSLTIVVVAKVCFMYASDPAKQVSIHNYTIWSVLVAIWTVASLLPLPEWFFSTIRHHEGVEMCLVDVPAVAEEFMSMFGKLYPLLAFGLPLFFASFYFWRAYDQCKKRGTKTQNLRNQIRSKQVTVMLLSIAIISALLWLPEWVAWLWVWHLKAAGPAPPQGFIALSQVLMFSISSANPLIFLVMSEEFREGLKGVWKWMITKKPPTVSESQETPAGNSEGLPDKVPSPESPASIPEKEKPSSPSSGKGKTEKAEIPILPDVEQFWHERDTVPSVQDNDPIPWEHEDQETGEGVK
# MITF primary: blocks human microphthalmia-associated transcription factor. O75030. AlphaScreen MITF homodimerization, bead proximity signal. inhibition, % at 2.6 µM. 0.91% of 650,000 active; in the data active = inhibition above about 50%;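 also: 0% = vehicle wells with protein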
# Target sequence (O75030 whole entry, looked up): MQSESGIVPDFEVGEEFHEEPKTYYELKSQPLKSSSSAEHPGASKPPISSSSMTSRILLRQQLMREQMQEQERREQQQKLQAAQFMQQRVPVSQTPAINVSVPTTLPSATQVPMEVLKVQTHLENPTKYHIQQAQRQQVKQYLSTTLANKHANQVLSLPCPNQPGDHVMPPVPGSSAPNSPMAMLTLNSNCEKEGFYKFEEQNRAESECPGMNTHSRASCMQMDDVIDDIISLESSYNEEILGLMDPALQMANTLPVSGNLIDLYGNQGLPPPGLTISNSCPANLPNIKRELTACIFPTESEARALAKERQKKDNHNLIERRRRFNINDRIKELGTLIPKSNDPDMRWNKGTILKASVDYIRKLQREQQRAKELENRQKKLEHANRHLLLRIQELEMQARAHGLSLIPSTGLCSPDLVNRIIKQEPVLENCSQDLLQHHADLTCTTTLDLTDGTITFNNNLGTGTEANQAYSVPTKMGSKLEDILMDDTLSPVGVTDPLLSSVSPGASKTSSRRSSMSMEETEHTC
# TEAD-YAP inh: TEAD-YAP interaction inhibition; HEK-TIYL cells, TEAD-Gal4/YAP UAS-luciferase luminescence; inhibition, % at 9.12 µM; 1.4% of 640,000 active; in the data active = inhibition above about 32%;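 also: 0% = median of test compound wells and 100% = reference inhibitor wells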
# FBW7 act: human FBW7 E3 ligase activation, primary screen; Q969H0; AlphaScreen FBW7–phospho-cyclin E peptide binding, activator screen; normalized activity (activation), % at 26.1 µM; 0.13% of 650,000 active; AID 1259310; in the data active = normalized activity above about 1.9%;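 also: purified mutant Fbw7 with reduced substrate affinity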
# * marks the source's active call; other numbers are inactive results.
structure	GPR151 ag	MITF primary	TEAD-YAP inh	FBW7 act
COc1cccc(C(=O)N/N=C/c2ccncc2)c1	-1.6	-11	-25	-0.1
COc1ccc2nc(SCC(=O)Nc3c[nH]c(=O)[nH]c3=O)c(C#N)cc2c1	0.4	-1	5	-0.1
COc1cc(O)c(/C=N/NC(=O)c2ccncc2)c(OC)c1[N+](=O)[O-]	-0.4	8	1	-0.2
CC1CCN(c2cc(=O)n(C3CCCCC3)c(=O)[nH]2)CC1	2.3	7	-1	-0.1
CN(C(=O)NCc1noc2ccccc12)c1ccccc1F	3.4	1	-2	0.5
Cc1c(C(=O)Nc2ccc(F)c(Cl)c2)sc2ncn(CC(=O)N3CC(C)CC(C)C3)c(=O)c12 (stereo not drawn)	-1.3	9	-3	0.4
CCC1CCCCN1C(=O)c1cccs1 (stereo not drawn)	-0.7	5	-11	0.1
COc1ccc2nc(SCC(=O)c3ccc(O)c(O)c3)[nH]c2c1	2.5	-9	-2	-0.1
COC(=O)CSc1nnc(-c2ccc(Cl)cc2Cl)o1	0.1	10	10	0.0
O=c1c2ccccc2nc2c3ccccc3ncn12	-0.9	-6	-13	-0.1
CCn1c(=O)c2c(nc(SCC(=O)Nc3ccccc3)n2C)n(C)c1=O	0.0	11	3	0.1
NC(=O)C1CCN(C(=O)COc2ccc3ccccc3c2)CC1	0.9	2	-3	-0.1
COc1cc2nc(-c3ccc(C(=O)N4CCN(C)CC4)cc3)nc(NCCO)c2cc1OC	1.4	8	17	0.1
CC(C)(C)NCC(O)CON=C1c2ccccc2-c2ccccc21 (stereo not drawn)	0.5	-8	-11	-0.2
CCOC(=O)c1c(NC(=O)Cc2ccc(OCC)c(OCC)c2)sc(C)c1C	2.7	0	3	0.0

# Five entries picked at random from those above:
structure	GPR151 ag	MITF primary	TEAD-YAP inh	FBW7 act
Cc1c(C(=O)Nc2ccc(F)c(Cl)c2)sc2ncn(CC(=O)N3CC(C)CC(C)C3)c(=O)c12 (stereo not drawn)	-1.3	9	-3	0.4
CN(C(=O)NCc1noc2ccccc12)c1ccccc1F	3.4	1	-2	0.5
COc1ccc2nc(SCC(=O)c3ccc(O)c(O)c3)[nH]c2c1	2.5	-9	-2	-0.1
CC1CCN(c2cc(=O)n(C3CCCCC3)c(=O)[nH]2)CC1	2.3	7	-1	-0.1
O=c1c2ccccc2nc2c3ccccc3ncn12	-0.9	-6	-13	-0.1

# More results follow:
structure	GPR151 ag	MITF primary	TEAD-YAP inh	FBW7 act
Cc1cccc(NCN2C(=O)CCC2=O)c1C	2.0	3	5	0.0
O=C(Nc1ccccc1)c1ccccc1Nc1ccnc(Nc2ccc(N3CCOCC3)cc2)c1	0.1	10	8	-0.5
COc1ccc(C(=O)Nc2ccccc2)cc1S(=O)(=O)Nc1cccc(C(=O)O)c1	1.3	10	0	-0.1
CC(NC(=O)c1ccco1)c1nnc2n1CCN(Cc1ccc(F)cc1)CC2 (stereo not drawn)	1.6	-14	-1	0.0
Cc1ccc(-c2csc3nnc(SCC(=O)c4ccccc4)n23)cc1	0.6	-4	-5	0.0
O=C1c2cccc3cccc(c23)C(=O)N1CC(O)c1ccccc1 (stereo not drawn)	2.0	9	-65	0.0
COc1cccc(-c2nc3n(n2)C(c2ccc(F)cc2)C(C(N)=O)=C(C)N3)c1 (stereo not drawn)	-0.7	8	6	0.1
CC(C)CC(=O)Nc1nc(-c2ccc3c(c2)CCN3C(=O)C2CC2)cs1	0.2	-1	-47	0.0
COc1ccc(C(=O)Nc2nc3c(OC)cccc3s2)c(OC)c1	-1.5	7	-32	0.2
NC(=O)c1nn2c(c1Cl)NC(c1cccs1)CC2C(F)(F)F (stereo not drawn)	0.2	-3	3	0.0
COC(=O)[C@@H]1CCCN1Cc1ccc2c(c1)CN(Cc1ccc3c(c1)CCO3)CCO2	-1.0	9	12	-0.1
Cc1nc(SCC(=O)Nc2cccc3ccccc23)n[nH]1	-0.3	7	3	0.1
NC(=O)Nn1c(CCC(=O)O)ccc1-c1cccs1	1.3	2	7	-0.1
Cc1cc(Nc2ccc3c(c2)CCC3)n2ncnc2n1	-0.6	-7	0	0.7
CCC1CCCCN1c1ncnc2sc(C)cc12 (stereo not drawn)	0.1	3	19	0.2
COc1cccc(CNC(=O)c2cc(COc3ccc(OC)cc3Cl)on2)c1	2.2	-8	-13	0.1
Cc1c(C(=O)Oc2ccc(Cl)cc2)sc2ncn(C)c(=O)c12	-0.6	2	-6	0.0
COc1ccc(OC)c2c(C)cc(C)nc12	0.9	-15	-2	0.2
Cn1c(C(=O)NCC2CCC3(CCN(Cc4ccncc4)CC3)O2)cc2ccccc21 (stereo not drawn)	1.5	8	14	-0.1
Cc1noc(C)c1COC(=O)Cc1coc2cc3c(cc12)CCC3	3.4	-9	2	-0.1
Cc1ccn2cc(-c3cccc(NC(=O)c4sc(-c5ccccc5)nc4C)c3)nc2c1	-1.1	8	-1	0.1
C/C=C/c1ccc(OCCCCN2CCN(CC)CC2)c(OC)c1	-1.7	74*	7	-0.1
Cc1cc(C)nc(NS(=O)(=O)c2ccc(NC(=O)/C=C/c3cccc4ccccc34)cc2)n1	-0.1	-7	-2	-0.2
O=C1N=C(N2CCOCC2)S/C1=C\c1ccccc1[N+](=O)[O-]	-0.9	14	2	0.3
COCCNC(=O)C1CCN(Cc2cc(OC)ccc2OC)CC1	-1.8	35	7	0.3
CC(=O)c1ccc(N2C(=O)c3ccc(C(=O)OCC(=O)c4ccc([N+](=O)[O-])cc4)cc3C2=O)cc1	0.8	2	10	0.1
CC(C)C(NC(=O)c1cccs1)c1nnc(SCC(=O)Nc2nccs2)n1C (stereo not drawn)	2.2	3	3	-0.2
CCC[C@@H]1NC(=O)[C@@H]2C[C@H](NC(=O)Nc3cccc(CC)c3)CN2C1=O	0.3	9	-3	0.0
CCN(CC)c1ccc(/C=C2\C(=O)NC(=O)N(C)C2=O)cc1	0.8	-22	9	0.0
CCN(C(=O)c1cc([N+](=O)[O-])ccc1Cl)c1ccccc1	2.3	-9	-5	-0.1

# Reformatted: entries from further up.
> Cc1c(C(=O)Oc2ccc(Cl)cc2)sc2ncn(C)c(=O)c12
  GPR151 ag = -0.6
  MITF primary = 2
  TEAD-YAP inh = -6
  FBW7 act = 0.0
> COc1ccc(OC)c2c(C)cc(C)nc12
  GPR151 ag = 0.9
  MITF primary = -15
  TEAD-YAP inh = -2
  FBW7 act = 0.2

# (listing goes on)
structure	GPR151 ag	MITF primary	TEAD-YAP inh	FBW7 act
Cc1ccc(C(=O)Nc2cccc(C(=O)O)c2)cc1S(=O)(=O)Nc1ccc(I)cc1	0.2	-7	-9	0.1
O=C(COc1ccc(Cl)cc1Cl)NC1CCCC1	0.1	-11	-40	0.1
COc1cc(C(=O)NCC2OCCc3ccccc32)cc(OC)c1OC (stereo not drawn)	1.1	0	2	0.1
CC(=O)Nc1ccc(NC(=O)CSc2nc3[nH]ncc3c(=O)n2-c2ccccc2)cc1	-1.9	1	-9	-0.1
O=C(Cc1cn(-c2ccc(N3CCc4ccccc4C3)nn2)c2ccccc12)NCCCN1CCCC1=O	1.4	3	-21	0.0
Cc1cccc(CCNC(=O)c2cc(S(=O)(=O)N3CCCCC3)c[nH]2)c1	0.6	11	-5	0.6
Cc1noc(C)c1-c1nc(Nc2ccccc2)c2ncn(Cc3ccc(C(F)(F)F)cc3)c2n1	2.0	9	-14	0.2
CNC(=O)Cn1ncc2c3ccccc3n(Cc3cccc(Cl)c3)c2c1=O	0.1	-13	1	-0.1
O=C(N/N=C/c1ccc(O)c(O)c1O)c1ccc(Cl)cc1Cl	-0.5	37	5	-0.4
O=C(CCN1CCCCC1)NCC1COc2ccccc2O1 (stereo not drawn)	-0.1	14	0	-0.1
CC(C)N1CCNC(=O)C1CC(=O)NCc1ccc(C(F)(F)F)cc1F (stereo not drawn)	0.3	5	15	-0.1
O=C(Nc1nc2ccccc2s1)c1cc2c(=O)oc3ccccc3c2s1	-0.3	8	-18	0.1
O=[N+]([O-])c1ccccc1C1Nc2ccc(Br)cc2C2C=CCC21 (stereo not drawn)	-0.3	-5	-7	-0.1
CCN1C(=S)N(c2ccc(C)cc2)C2CS(=O)(=O)CC21 (stereo not drawn)	0.4	11	-8	0.4
CC(C)=CC(=O)Nc1nnc(SCC(=O)Nc2cc(C)on2)s1	0.5	-2	-23	0.0
Cc1ccc(NC(=O)CCC(=O)NCc2ccccc2)cc1C	-0.8	1	10	0.0
Cc1cc(OCC(O)CNCCCN(C)C)c(C(C)C)cc1Cl (stereo not drawn)	0.9	20	8	0.3
COC(=O)c1ccc(/C=C/c2nc3cc(C)c(C)cc3o2)cc1	1.0	-4	0	-0.3
CCOC(=O)C1CCN(C(=O)CCc2c(C)nc3c(-c4ccccc4)c(C)nn3c2C)CC1	0.3	-5	-7	0.0
CCc1cnc2c(c1SCC(=O)OC)c(=O)n(C)c(=O)n2C	2.9	3	-7	-0.1
CCCCNC(=O)c1ccc2c(c1)NC(=O)C(CSCc1ccc(C)cc1)N2 (stereo not drawn)	-1.7	2	5	-0.1
CCOC(=O)Cc1sc(NC(=O)C(C)(C)Oc2ccc(Cl)cc2)nc1C	-0.6	18	9	0.0
COc1ccc(CCNC(=O)CCn2c(SCC(=O)Nc3ccccc3Cl)nc3ccccc3c2=O)cc1OC	-0.4	1	11	-0.1
Cc1c(N=Cc2cc3ccccc3nc2Cl)c(=O)n(-c2ccccc2)n1C	-0.4	9	9	-0.2
COc1cnc(-c2ccccn2)nc1-c1cccc(C(F)(F)F)c1	-2.8	5	26	-0.4
O=C(O)c1ccc(-c2ccc(/C=C3/NC(=O)N(Cc4ccc(Br)cc4)C3=O)o2)cc1	-0.3	40	5	0.0
CCCNC(=O)N1CCN(c2nc(C(C)C)c3c(c2C#N)CC(C)(C)OC3)CC1	0.0	-5	-9	-0.1
O=C(Nc1ccc(N2CCOCC2)cc1)C(F)(F)F	0.1	14	-13	0.1
CCN(CC)c1nc(Nc2ccccc2)nc(Nc2cc(C)ccc2C)n1	1.1	-8	-13	-0.2
CC(C)c1ccc(N(CC(=O)NCCSC(C)(C)C)S(C)(=O)=O)cc1	-1.4	-5	-32	0.0
COc1ccc(NC(=O)CSc2nnc(C)s2)cc1	-0.8	6	-7	0.1
CCC(=O)N1c2ccc(OC)cc2-c2c(ssc2=S)C1(C)C	1.1	29	8	-1.3
O=C(O)Cc1sc(NCc2ccco2)nc1-c1cccs1	1.4	18	0	0.4
COc1cc2c(cc1OC)CN(C1CCN(Cc3ccccc3)CC1)CC2	-1.1	1	-1	-0.3
CCOC(=O)c1cn(CC(=O)Nc2ccc(C)c(Cl)c2)c2nc(C)ccc2c1=O	-0.2	-5	7	-0.1
COc1cccc(-c2nc(CS(=O)CC(=O)O)c(C)o2)c1 (stereo not drawn)	-0.9	5	9	-0.1
O=c1c2sc(=S)n(CCc3ccccc3)c2nc(SCc2nc3ccccc3[nH]2)n1-c1ccccc1	0.1	0	11	-0.2
N/C(=N\OC(=O)c1cc(Br)ccc1Cl)c1cccc([N+](=O)[O-])c1	1.9	1	5	0.0
CCOC(=O)c1sc(NC(=O)OC)c(C(=O)OC)c1C	-0.4	2	8	-0.1
COc1cccc2c1N[C@@H](c1ccc(C(=O)O)cc1)[C@H]1CC=C[C@@H]21	-0.3	63*	-4	-0.8
O=c1cc(-c2cccs2)oc2ccc(O)cc12	-3.4	7	-12	-0.6
N#Cc1c(NC(=O)CSc2ncn[nH]2)sc2c1CCCCC2	-5.1	-5	68*	0.0
CCOC(=O)C1=C(C)NC(=O)NC1c1cc([N+](=O)[O-])ccc1OC (stereo not drawn)	-0.5	10	6	-0.1
CCOc1cccc(C(=O)Nc2sc3c(c2C(=O)OC)CCC(c2ccccc2)C3)c1 (stereo not drawn)	-0.5	8	-6	0.0
CCc1c(C)nc2ncnn2c1Nc1cccc(C(C)=O)c1	0.6	20	-10	0.9
O=C(NCCc1ccccc1)c1ccc(NCC2CCCO2)c([N+](=O)[O-])c1 (stereo not drawn)	-0.7	12	-32	0.8
COc1ccccc1Nc1nc2c(s1)CCCC2	-2.6	-5	-56	-0.3
O=C(Nc1cccc(NC(=O)C(Cl)Cl)c1)C(Cl)Cl	1.6	-2	10	0.0
O=C(O)C1CC=CCC1C(=O)Nc1cccc(Cl)c1 (stereo not drawn)	-0.1	8	-1	0.0
COc1ccccc1/C=C/C=C1\N=C(c2ccccc2OC)OC1=O	0.3	13	5	0.0
COc1ccc(OC)c(NC(=O)Nc2nnc(N3C(C)CCCC3C)s2)c1 (stereo not drawn)	-0.5	9	-10	0.5
CCn1c(=O)c2c(n3c(SCCc4ccccc4)nnc13)-c1ccccc1CC21CCCCC1	-0.7	-4	-4	0.2
Cc1ccccc1OCC(=O)NCCNC(=O)COc1ccccc1C	1.6	17	2	0.0
C/C(=N\NC(=O)c1ccc(C)cc1)C1C(=O)c2ccccc2C1=O	-5.2	7	-25	-0.5
CCOC(=O)CC(=O)CSc1nc2c(sc(=S)n2-c2ccc(OCC)cc2)c(=O)n1-c1ccc(C)cc1	1.1	3	-1	0.3
Cc1ccc(-c2noc(C3CCN(S(=O)(=O)c4ccc(-c5ccccc5)cc4)CC3)n2)o1	-0.3	15	-5	0.0
O=C(NCCN1CCN(S(=O)(=O)c2ccccc2)CC1)C(=O)Nc1ccccc1	-0.3	4	0	-0.1
